Screening data (PubChem)
RBX1-CUL1 inh: inhibitors of human ROC1-CUL1 ubiquitin ligase activity; E3 ubiquitin-protein ligase RBX1 (Homo sapiens) + Cullin-1 (Homo sapiens), P62877+Q13616; in vitro K48 di-Ub FRET, acceptor:donor ratio, 45 min; inhibition, % at 10 µM; 0.6% of 140,000 active; AID 1347404, 2020; in the data active = inhibition above about 25%
Target sequence (P62877 whole entry, looked up): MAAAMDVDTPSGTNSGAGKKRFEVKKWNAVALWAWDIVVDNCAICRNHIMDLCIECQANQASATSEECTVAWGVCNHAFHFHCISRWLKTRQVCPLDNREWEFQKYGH
Target sequence (Q13616 whole entry, looked up): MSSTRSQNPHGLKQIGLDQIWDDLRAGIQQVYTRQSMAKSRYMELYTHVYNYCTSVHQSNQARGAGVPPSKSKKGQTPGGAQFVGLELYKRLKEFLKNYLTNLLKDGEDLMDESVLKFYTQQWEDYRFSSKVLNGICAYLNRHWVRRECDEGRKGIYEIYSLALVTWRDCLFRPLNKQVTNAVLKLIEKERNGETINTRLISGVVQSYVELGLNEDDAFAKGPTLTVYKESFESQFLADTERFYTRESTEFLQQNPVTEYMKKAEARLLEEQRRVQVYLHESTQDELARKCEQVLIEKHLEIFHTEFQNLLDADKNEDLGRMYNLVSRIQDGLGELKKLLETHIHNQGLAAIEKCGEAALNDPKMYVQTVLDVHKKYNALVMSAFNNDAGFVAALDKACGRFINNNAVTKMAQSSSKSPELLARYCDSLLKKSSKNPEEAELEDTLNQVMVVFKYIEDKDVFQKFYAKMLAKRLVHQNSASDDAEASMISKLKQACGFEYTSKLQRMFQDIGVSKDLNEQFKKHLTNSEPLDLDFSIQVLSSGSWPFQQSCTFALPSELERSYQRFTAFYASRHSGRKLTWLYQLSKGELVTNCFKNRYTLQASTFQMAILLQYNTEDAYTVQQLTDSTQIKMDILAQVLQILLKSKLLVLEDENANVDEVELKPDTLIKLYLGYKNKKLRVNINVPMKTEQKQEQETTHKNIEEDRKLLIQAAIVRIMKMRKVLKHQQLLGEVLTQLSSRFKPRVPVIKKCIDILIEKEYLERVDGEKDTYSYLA
Active calls of the source: *. The list is partial; rates above refer to the full screens.

SMILES | RBX1-CUL1 inh
COc1ccccc1CN1CCCC(CN(CCN(C)C)C(=O)c2sccc2C)C1 (stereo unspecified) | -7
O=c1c2cccnc2n(Cc2ccccc2F)c(=O)n1Cc1ccccc1Cl | 0
C#CCOc1ccc(/C=N\NC(=O)CN2CCOCC2)cc1Br | 4
COc1ccc(CCC(=O)NCc2nc3cccnc3n2Cc2ccc(F)cc2)cc1 | 0
Cc1cccc(CS(=O)(=O)Nc2cccnc2)c1 | 3
Cc1noc(C)c1C(=O)N1CCCC(N(C)Cc2ccccc2)C1 (stereo unspecified) | -5
CC(C)c1ccc(NS(=O)(=O)Cc2ccccc2)cc1 | -3
CN1CCN(Cc2nc(-c3cccc(Cl)c3)no2)CC1c1ccccc1 (stereo unspecified) | 0
CC(=O)Nc1ccc(/C=C2\CC/C(=C\c3ccc(NC(C)=O)cc3)C2=O)cc1 | 14
CCOc1ccc(N2CC(c3nc4ccccc4n3CC(C)C)CC2=O)cc1 (stereo unspecified) | -3
Cn1c(=O)c(=O)n(C)c2cc(NS(=O)(=O)c3ccc(Br)cc3)c(Cl)cc21 | 0
COc1ccc(N2C(S)=C(C#N)C(=O)NC2c2cccs2)cc1 (stereo unspecified) | -2
COc1ccc(-c2nc3scc(CCNC(=O)c4cc(OC)cc(OC)c4)n3n2)cc1 | 0
COC(=O)c1ccc(CN2CCCC(Nc3ccc4c(c3)OCO4)C2)cc1 (stereo unspecified) | 9
C(=C\CSc1nnnn1-c1ccccc1)/CSc1nnnn1-c1ccccc1 | 7
CCCCNC(=O)CCn1c(=O)c2ccccc2n(Cc2cccc(Cl)c2)c1=O | -8
CCCC(=O)N1c2ccccc2-c2nnc(SC)nc2OC1c1ccc(N(C)C)cc1 (stereo unspecified) | 11
COc1ccc(-c2cc3ncc(-c4ccccc4)c(N)n3n2)cc1 | 1
Cc1ccc2nc(-c3ccsc3)c(Nc3ccccc3C)n2c1 | -3
COC(=O)C1C(C)=NC(=S)NC1/C=C/c1ccccc1 (stereo unspecified) | -11
CC(=O)Nc1ccc(S(=O)(=O)Nc2nnc(C3CCCCC3)s2)cc1 | 3
O=C(CCC1CCCN(Cc2ccc(F)cc2Cl)C1)N1CCOCC1 (stereo unspecified) | 4
CCSCCNC(=O)c1cc(-n2cnnc2)ccc1Cl | -6
COc1ccc(S(=O)(=O)N(Cc2ccccc2)c2ccccc2C(=O)NCCSC(C)(C)C)cc1 | 3
Cc1ccccc1N1C(=O)C2CC(Br)C(Br)CC2C1=O (stereo unspecified) | -2
COc1ccc(-n2c(C)ccc2-c2ccccc2)nc1 | 8
Cc1ccc(NC(=O)c2ccccc2OC(C)C(=O)c2ccc(C)cc2)cc1 (stereo unspecified) | -4
c1ccc(SCCN2CCN(CCSc3ccccc3)CC2)cc1 | -1
O=C(SCc1ccccn1)c1ccccc1 | 6
COCCCNC(=O)CCCN1C(=O)CCn2nc(-c3cn(C)c4ccccc34)cc21 | -6
COc1ccc(NC(=O)c2sc3ncccc3c2N)cc1Cl | 8
C=CCOc1ccc(CNC(C)(C)CO)cc1 | -5
CCOC(=O)c1ccc(-c2nnc(-c3cccc(F)c3)o2)cc1 | 0
O=C1N=C(N2CCN(CCO)CC2)S/C1=C\c1ccc(-c2ccccc2)cc1 | 10
CCN(CC)N=Nc1ccc(S(=O)(=O)Nc2nc(C)cc(C)n2)cc1 | -8
Cc1cccc(N2CCN(C(=O)CN3C(=O)COc4ccc(S(=O)(=O)N5CCOCC5)cc43)CC2)c1C | 1
Cc1cc(C(=O)CSc2nc3sc4c(c3c(=O)n2-c2ccccc2)CCC4)c(C)n1-c1ccccc1F | 10
O=C(Nc1ccc(Nc2ccccc2)cc1)c1ccsc1 | -5
Cc1[nH]c2nc3c(c(=O)n(CCC(C)C)c(=O)n3C)n2c1C | -3
O=C(Nc1cccc(Cl)c1)N(CCCN1CCOCC1)Cc1cccc2ccccc12 | 6
CCc1nnc2c3c(-c4ccccc4)c(C)sc3ncn12 | -2
Cc1nnc2ccc(SCC(=O)NC(c3ccccc3)c3ccc(Cl)cc3)nn12 (stereo unspecified) | -5
CCCC1=NN2C(=N)/C(=C/c3ccc(OCCOc4cc(C)cc(CC)c4)cc3)C(=O)N=C2S1 | -6
COC(=O)c1ccc(CNC(=O)CSCC(=O)Nc2ccc3ccccc3c2)o1 | 9
CC(C)(C)c1ccc(-c2n[nH]c(=S)o2)cc1 | 2
Cc1cc(Br)cc2c(C(=O)Nc3nccs3)cc(-c3cccs3)nc12 | 2
O=c1[nH]c2cc(Cl)ccc2c(-c2ccccc2)c1Sc1nc2ccccc2n1CCc1ccccc1 | 6
CCOc1ccc(NC(=O)Cn2c(=O)n(CCCCC(=O)NCc3ccc4c(c3)OCO4)c(=O)c3ccccc32)cc1 | -2
CN1CCc2c1nc1ccccc1c2NC(=O)C(F)(F)C(F)(F)C(F)(F)C(F)(F)F | 4
CCC1(C)Cc2c(sc3nc(SCc4ccc(Br)cc4)n(-c4ccccc4)c(=O)c23)CO1 (stereo unspecified) | 7

Arranged by the number under RBX1-CUL1 inh (descending): some entries from above
SMILES | RBX1-CUL1 inh
Cc1cc(C(=O)CSc2nc3sc4c(c3c(=O)n2-c2ccccc2)CCC4)c(C)n1-c1ccccc1F | 10
O=c1c2cccnc2n(Cc2ccccc2F)c(=O)n1Cc1ccccc1Cl | 0
C=CCOc1ccc(CNC(C)(C)CO)cc1 | -5

(list continues)
SMILES | RBX1-CUL1 inh
CC1(O)CN(C(=O)c2ccccc2)C(=S)N1c1ccc(F)cc1Cl (stereo unspecified) | 0
CC(C)Cc1n[nH]c2c1CN(C(=O)CSc1ccccn1)CC2 | -1
CCC1CCCCN1CCCNC(=O)c1cc2c(=O)n(CC)c3ccccc3c2s1 (stereo unspecified) | -4
CSc1nnc(-c2ccccc2)n1/N=C/c1ccc(-c2cccc(C(F)(F)F)c2)o1 | 12
CN1Cc2cccc3c2C(Cc2ccccc2S3)C1 (stereo unspecified) | 3
CC(=O)Nc1ccc2c(c1)nc1n2CCOC1 | -2
O=C1c2ccccc2C(=O)N1c1ccc2nc(SCc3cccc(Cl)c3)sc2c1 | -2
Cc1ccc2c(C)nc(N=C3N=C4CCCC4C(=O)N3)nc2c1 (stereo unspecified) | -3
CCCC(=O)Nc1cc(Cl)ccc1O | -1
COCCNC(=O)C(=O)Nc1ccc2nc3n(c(=O)c2c1)CCCCC3 | -4
O=CN1CCN(C(=O)c2cc(COc3ccc(F)cc3F)on2)CC1 | 0
O=C(NCc1ccncc1)c1cc(Cl)ccc1Cl | -5
O=C(C1CCOCC1)N(Cc1cccnc1)CC1CCN(C2CCCC2)CC1 | 6
COc1cc([N+](=O)[O-])ccc1NC(=O)CSc1nncn1-c1cccnc1 | -7
CCOC(=O)C1CCN(S(=O)(=O)c2ccc(N3CCCCS3(=O)=O)cc2)CC1 | -8
O=C1/C(=C\c2ccoc2)N2CCC1CC2 | -4
O=C(c1ccc(-c2ccccc2)cc1)N1CCC2(CC1)CC2C(=O)N1CCN(c2ccccn2)CC1 (stereo unspecified) | -1
CCc1nc2ccccc2n1CCCCOc1cccc(C)c1 | 0
CCn1cc(CC(=NC(=O)c2ccc(OC)c(OC)c2)C(=O)NCCCn2ccnc2)c2ccccc21 | -3
CCOc1cccc(CC(=O)NCc2ccc3c(c2)CCN3C(=O)c2cccc(C)c2)c1OCC | 6
Cn1c(=O)c2c(nc3n(Cc4ccccc4)c(-c4cccs4)cn23)n(C)c1=O | -6
CCN1C(=O)/C(=C\c2cccc(F)c2)NC1=S | -6
Cc1ccc(-c2nn3c(C)nnc3s2)c(C)c1 | -7
CN(C)c1ccncc1S(=O)(=O)N(C)C | 5
COC(=O)c1ccccc1NC(=O)CCCS(=O)(=O)c1nc(-c2ccccc2OC)cc(C(F)(F)F)n1 | -2
Cc1ccccc1NC1CCCC1 | 3
Cc1ccccc1CN1CCC(CN(CC2CCCO2)C(=O)CCc2cnccn2)CC1 (stereo unspecified) | 8
O=C(NCc1ccccc1)C1CCN(S(=O)(=O)Cc2ccccc2)CC1 | 8
CCOC(=O)C1=c2s/c(=C\c3c(F)cccc3Cl)c(=O)n2C(=N)C(S(=O)(=O)c2ccccc2)C1c1c(F)cccc1Cl (stereo unspecified) | -1
O=S(N1CCOCC1)C12CC3CC(CC(C3)C1)C2 (stereo unspecified) | 1
CCOc1ccc(-n2nc(CO)c(C(=O)NCc3ccccn3)n2)cc1 | -3
Cc1cnc(NCCc2ccccc2)nc1-c1ccnn1C | -7
Cc1cc2n(n1)CCC(=O)N2Cc1ccc(C(=O)Nc2ccc(Br)c(C)c2)cc1 | 1
FC(F)(F)c1nc(Nc2cc(Cl)ccc2Cl)sc1-c1ccccc1 | 12
Cc1ccccc1Nc1c(-c2ccncc2)nc2ccc(Cl)cn12 | -11
CCc1ccc(NC(=O)CN2CCN(Cc3ccccc3)S2(=O)=O)cc1 | 6
CCCCC(=O)NC(N1CCCCC1)C(Cl)(Cl)Cl (stereo unspecified) | -3
COc1ccccc1C1(CC(=O)N2CCCC2c2nccs2)CC(=O)N(C2CCCC2)C1=O (stereo unspecified) | -9
Cc1ccc(-c2cc(=O)[nH]c(N3CCC(C)CC3)n2)cc1 | 0
CCC(CC)C(=O)Nc1ccc2nc(SCC(=O)N3CCCC3)sc2c1 | 1

Taken from above.
CCC(CC)C(=O)Nc1ccc2nc(SCC(=O)N3CCCC3)sc2c1 in RBX1-CUL1 inh = 1
Cc1ccccc1Nc1c(-c2ccncc2)nc2ccc(Cl)cn12 in RBX1-CUL1 inh = -11
CCOc1ccc(-n2nc(CO)c(C(=O)NCc3ccccn3)n2)cc1 in RBX1-CUL1 inh = -3

Carrying on.
SMILES | RBX1-CUL1 inh
Cc1cccnc1-c1cccc2c1OC(CNC(=O)CC1CC1)C2 (stereo unspecified) | 11
COC(=O)C1C(=O)C(C(=O)OC)C(c2ccc(C)cc2)C(C#N)(C#N)C1c1ccc(C)cc1 (stereo unspecified) | -8
Cc1cc(C)c(NC(=O)C(C(C)C)N2C(=O)c3ccccc3C2=O)c(C)c1 (stereo unspecified) | 6
CN1C(=O)CC(CC(=O)N2CCCCC2c2nccs2)(c2ccc(-c3ccccc3)cc2)C1=O (stereo unspecified) | 9
COc1ccc(-n2c(=O)c3ccccc3n(Cc3ccccc3Cl)c2=O)cc1 | 10
COCCNC(=O)CSc1nc(-c2ccccc2)[nH]c1-c1ccc(C)cc1 | 6
COc1cccc2c(C)cc3nnc(SCC(=O)Nc4ccc(C)cc4)n3c12 | 4
CSc1nc(Oc2cc(C)cc(C(C)C)c2)cc(-n2nc(C)c(C#N)c2N)n1 | 9
Cc1c(C)n(CCC#N)c2ccc(Cl)cc12 | 19
COc1ccc(OC)c(NC(=O)c2sc3nc(-c4ccccc4)cc(-c4ccc(Cl)cc4)c3c2N)c1 | -9

Another view of some results above:
Molecule	RBX1-CUL1 inh
CN1C(=O)CC(CC(=O)N2CCCCC2c2nccs2)(c2ccc(-c3ccccc3)cc2)C1=O (stereo unspecified)	9
CSc1nc(Oc2cc(C)cc(C(C)C)c2)cc(-n2nc(C)c(C#N)c2N)n1	9

New compounds follow:
SMILES | RBX1-CUL1 inh
COc1ccc(N2CCN(C(=O)N=C3CN(CC(C)C)C(=O)c4ccccc43)CC2)cc1 | 0
CCCCC(CC)C(=O)Nc1ccccc1O (stereo unspecified) | 4
Clc1ccccc1CSc1nncn1NC/C=C/c1ccccc1 | -2
O=C(/C=C/c1ccc(-c2cc(C(F)(F)F)ccc2Cl)o1)c1ccco1 | 1
CCCCC(=O)NC(Nc1nc2ccc(F)cc2s1)(C(=O)OCC)C(F)(F)F (stereo unspecified) | -10
COCCN(CC1CCN(Cc2ccccc2OC)CC1)C(=O)CNC(C)=O | 6
Cc1[nH]nc2c1C(c1c3ccccc3cc3ccccc13)C(C#N)C(=N)O2 (stereo unspecified) | 5
Cc1ccc(-n2ncc(C(=O)NCCCN3CCc4ccccc4C3)c2C2CCN(C(=O)OC(C)(C)C)CC2)cc1C | -10
O=C(Nc1sc2c(c1C(=O)NCC1CCCO1)CCCC2)c1cccs1 (stereo unspecified) | -5
O=C(NCc1cccc(F)c1)c1ccc(-n2cnc3cccnc32)cc1 | 1
COC(=O)c1ccccc1OC(=O)C1OC2OC(C)(C)OC2C2OC(C)(C)OC12 (stereo unspecified) | -6
C=CCS(=O)(=O)N1CCCC(CCc2cccc(OC)c2)C1 (stereo unspecified) | 4
Cn1c(=O)c2c(=O)cc3[nH]ncn3c2n(C)c1=O | 4
CC(C)Nc1ccc(-c2nc(-c3ccco3)no2)cc1[N+](=O)[O-] | -7
CCCCNc1nc(CCC)nc2ccccc12 | 9
CC(=O)NC(C(=O)N1CCC(C(Cc2ccccc2C)N(C)C(=O)Cn2cccn2)CC1)C(C)C (stereo unspecified) | 12
O=C(CC1=CCCCC1)N1CCCC(CNS(=O)(=O)c2cccs2)C1 (stereo unspecified) | -3
Cc1ccc(-c2ccc(OCC(=O)NCC3CCCO3)cc2)cc1 (stereo unspecified) | -7
CCOc1cc(C2C3=C(CC(C)(C)CC3=O)OC3=C2C(=O)CC(C)(C)C3)ccc1OCc1ccc(F)cc1Cl | -8
O=S(=O)(c1cccc(-c2cn3ccccc3n2)c1)N1CCOCC1 | -6
CCc1ccc(NC(=O)c2cccc(NS(C)(=O)=O)c2C)cc1 | -2
COCCN1C(=O)NC(Cc2ccc(F)cc2)(C2CCN(C(=O)CCc3ccc(C)cc3)CC2)C1=O (stereo unspecified) | 12
CC(=O)c1nn(-c2ccc(Br)cc2)cc1C(=O)c1cc2ccccc2oc1=O | 1
Cc1ccc(C(=O)N2CCC(C(Cc3ccc(F)cc3F)N(C)C(=O)C3CC3)CC2)s1 (stereo unspecified) | 13
O=C(Nc1nnc(C(F)(F)F)s1)N1CCCC1Cn1ccnc1 (stereo unspecified) | 5

Three structures from above, arranged by molar mass, low to high:
SMILES | RBX1-CUL1 inh
CCc1ccc(NC(=O)c2cccc(NS(C)(=O)=O)c2C)cc1 | -2
O=S(=O)(c1cccc(-c2cn3ccccc3n2)c1)N1CCOCC1 | -6
O=C(Nc1nnc(C(F)(F)F)s1)N1CCCC1Cn1ccnc1 (stereo unspecified) | 5
